High-throughput results from PubChem.
APE1 inh: APE1 (human) endonuclease inhibition. recombinant APE1, TAMRA/BHQ-2 abasic DNA cleavage fluorescence. 350,000 tested, 0.35% active. P27695. Potency, µM (titrated, usually from 65.8 µM), inactives show at the top dose activity change, negative = inhibition, most hits filed as inhibitors;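 also: potency is read from the fitted curve at half-maximal effect; plate controls were vehicle for no effect and reference inhibitor for full effect; nearly all actives have a fitted effect of over 55% in size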
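Activity was derived from the fluorescence gain between first and third kinetic reads (60 s intervals, ex 525/em 598 nm) after 50 nM THF-abasic TAMRA/BHQ-2 duplex was added to 0.75 nM APE1 preincubated 15 min with compound.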
POLI inh: blocks human DNA polymerase iota activity | Q9UNA4 | Pol iota fluorescent replication assay, 10 min | Potency, µM (titrated, usually from 115 µM), for inactives: top-dose activity, negative = inhibition, usual class: inhibitors | 390,000 tested, 1% active | AID 588590; also: potency is read from the fitted curve at half-maximal effect
Target sequence (Q9UNA4 whole entry, looked up): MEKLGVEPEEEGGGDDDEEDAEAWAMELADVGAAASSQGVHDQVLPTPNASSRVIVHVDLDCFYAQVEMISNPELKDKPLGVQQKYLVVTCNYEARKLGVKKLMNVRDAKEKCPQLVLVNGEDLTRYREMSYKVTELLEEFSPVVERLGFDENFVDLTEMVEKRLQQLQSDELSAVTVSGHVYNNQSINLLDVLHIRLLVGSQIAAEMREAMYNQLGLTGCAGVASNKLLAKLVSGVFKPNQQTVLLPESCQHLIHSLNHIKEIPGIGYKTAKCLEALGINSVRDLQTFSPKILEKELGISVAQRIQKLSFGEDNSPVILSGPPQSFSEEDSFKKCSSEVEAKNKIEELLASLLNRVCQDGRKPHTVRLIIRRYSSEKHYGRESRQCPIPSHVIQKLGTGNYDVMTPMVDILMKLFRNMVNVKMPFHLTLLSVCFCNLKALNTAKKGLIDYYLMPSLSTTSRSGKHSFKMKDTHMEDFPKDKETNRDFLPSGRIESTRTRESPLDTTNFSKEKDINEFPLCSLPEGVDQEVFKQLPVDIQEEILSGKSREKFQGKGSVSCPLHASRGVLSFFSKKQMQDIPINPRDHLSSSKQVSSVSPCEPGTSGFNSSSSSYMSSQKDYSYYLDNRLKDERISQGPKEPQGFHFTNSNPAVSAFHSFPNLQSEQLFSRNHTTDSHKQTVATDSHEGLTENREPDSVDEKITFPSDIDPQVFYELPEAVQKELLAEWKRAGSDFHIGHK
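Fluorescent replication assay read twice, at 0 min and 10 min after adding 50 nM (final) substrate. Enzyme (10 nM) and compounds were first incubated 15 min at room temperature; enzyme-free buffer wells were negative controls.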
LDHA block: blocks human lactate dehydrogenase A; AID 1347041; purified LDHA, NADH/diaphorase-resazurin fluorescence; active compounds read low; P00338; activity change, % (values are at about 110 or 230 µM); 480,000 tested, 0.15% active; in the data active = activity change below about -30%; inconclusive = mostly about -25% to -30%;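 also: plate controls were DMSO wells for no effect and wells without enzyme for full effect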
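Remaining NADH was detected by diaphorase (0.133 mg/mL) converting 37 µM resazurin to fluorescent resorufin, read at 0 and 20 minutes. The preceding 5-minute room-temperature reaction used 2 nM LDHA, 0.2 mM sodium pyruvate and 0.06 mM NADH at pH 7.4.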
POLB inh: inhibitors of human DNA polymerase beta; 340,000 tested, 1.3% active; AID 485314; Potency, µM (doses to about 114 µM), inactives show top-dose activity change, negative = inhibition, hits mostly inhibitors; Pol beta primer extension/strand displacement, fluorescence kinetic; P06746; also: potency is read from the fitted curve at half-maximal effect; % is scaled to controls: 0 for no effect and ±100 for the full control effect
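10 nM enzyme + cpd, 15 min RT; start with substrate 50 nM final; read 0 min and after 10 min RT. Corrected, normalized data; 4-parameter Hill curve fit.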
BLM helicase inh: inhibitors of human Bloom syndrome helicase BLM | Potency, µM (series often up to 56.1 µM), for inactives: at the highest dose activity change, negative = inhibition, most hits filed as inhibitors | AID 2528 | recombinant BLM DNA unwinding, fluorescence dequenching | 350,000 tested, 0.2% active;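 also: potency is read from the fitted curve at half-maximal effect; plate controls were vehicle for no effect and no enzyme for full effect; nearly all actives have a fitted effect of over 35% in size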
Apoferritin bind: candidate novel general anesthetic via apoferritin binding; apoferritin/1-aminoanthracene competitive binding, fluorescence; Potency, µM (doses to about 77.5 µM), inactives show at the top dose activity change, negative = displacement, most hits filed as inhibitors; 350,000 tested, 0.074% active; also: potency is read from the fitted curve at half-maximal effect; % is scaled to controls: 0 for no effect and ±100 for the full control effect; nearly all actives have a fitted effect of over 20% in size
Target sequence (P02791 2-175 limits assumed): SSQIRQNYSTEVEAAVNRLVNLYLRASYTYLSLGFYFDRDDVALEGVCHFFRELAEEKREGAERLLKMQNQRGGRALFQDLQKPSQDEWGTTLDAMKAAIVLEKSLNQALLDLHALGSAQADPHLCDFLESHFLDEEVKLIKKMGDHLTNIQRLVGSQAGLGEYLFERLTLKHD
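In PBS, apoferritin at 10 uM is loaded with 1-AMA from a 50% saturated solution. After 10 min of compound exposure at ambient temperature, reduced 535 nm fluorescence indicates probe displacement.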
Pol kappa inh: DNA polymerase kappa (human) inhibition; Q9UBT6; purified Pol kappa, fluorescent DNA synthesis assay, 10 min; Potency, µM (doses to about 107 µM), inactives show at the highest dose activity, negative = inhibition, usual class: inhibitors; 400,000 tested, 0.53% active; AID 588579; also: potency is read from the fitted curve at half-maximal effect; % is scaled to controls: 0 for no effect and ±100 for the full control effect
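Pol kappa 10 nM + cpd, 15 min RT; start w/ substrate 50 nM final; fluorescence kinetic read, 0 and 10 min. Neg ctrl: buffer, no enzyme.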
Pol eta inh: inhibitors of human DNA polymerase eta | Q9Y253 | recombinant Pol eta, fluorescent DNA replication assay | Potency, µM (titrated, usually from 114 µM), for the others: top-dose activity change, negative = inhibition, hits mostly inhibitors | 390,000 tested, 1.2% active | AID 588591; also: potency is read from the fitted curve at half-maximal effect; % is scaled to controls: 0 for no effect and ±100 for the full control effect
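Pol eta (10 nM) was preincubated with compounds for 15 min at room temperature, after which fluorescent replication substrate (50 nM final) was added to start the reaction. Fluorescence was read kinetically at 0 and 10 min.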
Glioma ERSR ind: inducers of ER stress response in human glioma cells. U87-MG GRP78 promoter luciferase reporter, 16 h. Potency, µM, for inactives: top-dose activation, usual class: activators. 420,000 tested, 0.02% active; also: potency is read from the fitted curve at half-maximal effect; series mostly up to about 76 µM; % of control where 0% means no effect; nearly all actives have a fitted effect of over 35% in size
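Stably transfected U87-MG human glioma cells carrying a GRP78-based luminescent sensor were seeded at 1000 cells/well, pin-dosed with compounds and incubated 16 h. Luciferase reagent was then added, and end-point luminescence was read after 10 min at room temperature.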
The depositor's hits bear a star; ? = inconclusive; / = not tested or not shown; & = joins results of further samples; [ ] = dose if it differs, or a comment. Unless noted, calls follow the shape of the dose curve; as a rule, active = well fitted curve in the direction sought with a large enough effect; inconclusive = small, poorly fitted or top-dose-only effect, or another doubt; inactive = no such curve, though single readings can be large; an effect the other way counts as inactive or inconclusive. Some of the compounds tested (hit frequency here may not be typical).

SMILES	APE1 inh	POLI inh	LDHA block	POLB inh	BLM helicase inh	Apoferritin bind	Pol kappa inh	Pol eta inh	Glioma ERSR ind
CCOc1ccc(S(=O)(=O)N(CC)CC(=O)NCc2cccnc2)cc1	-2%[12.4 µM]	16%	-4	-1%	-1%	10%	-12%	9%	-5%
CC(C)Oc1cccc(C(=O)NC(=S)Nc2cccc(NC(=O)c3ccccc3Cl)c2)c1	-3%	0%	-5	-2%	-6%	6%	-6%	-11%	1%
Cc1cccc(N2CCN(Cc3nc(-c4cccc(Cl)c4)oc3C)CC2)n1	6%	?	-4	-1%	-6%	-8%	-8%	-14%	-3%
CC(C)CC1NC(=S)N(Cc2ccccc2)C1=O (stereo unspecified)	-8%	29%	-2	33%	1%	1%	5%	-13%	-7%
CC1(C)CC(=O)CC(=Nc2ccc(C(=O)O)cc2)C1	20%	8%	-2	6%	3%	3%	-1%	-15%	0%
CCOC(=O)c1ccc(N2C(=O)Cc3cc(OCC)c(OCC)cc3C2c2ccccc2)cc1 (stereo unspecified)	/	-1%	4	1%	-8%	25%	3%	-19%	-2%
CCN1CCN(C(=S)NC(=O)c2cccc(Br)c2)CC1	3%	1%	-7	/	/	/	-11%	-5%	-5%
CCCn1nnnc1NC(=O)COc1ccc(Br)cc1	4%	79%[activator]	-2	16%	-2%	-6%	-8%	-15%	2%
Cc1ccccc1Cn1cc(S(=O)(=O)CC(=O)N2CCCCC2)c2ccccc21	0%	25%	-4	31%	5%	-10%	-17%	-2%	0%
Cn1nc(-c2ccccc2)c(-c2nc(-c3ccccc3Cl)no2)c1Cl	2%	27%	-2	-9%	-8%	-17%	-6%	-18%	-2%
O=C(c1cccc(S(=O)(=O)N2CCOCC2)c1)N(Cc1nnc(-c2ccccc2Cl)o1)C1CC1	5%	1%	-10	/	/	/	-10%	-6%	7%
Nc1cc(Cl)nnc1Cl	-4%	-3%	-3	18%	4%	-2%	7%	-13%	-1%
COc1ccc(-c2nn(-c3ccccc3)cc2C(=O)N/N=C/c2ccc([N+](=O)[O-])o2)cc1	8%	27%	-2	11%	-15%	0%	-20%	-13%	-1%
O=C(COC(=O)c1cnccn1)NCc1ccccc1	-2%	21%	0	29%	-4%	-11%	-1%	-13%	-5%
Cc1cccn2c(=O)c3cc(C(=O)NC4CCCC4)n(C)c3nc12	44%	-23%	2	10%	0%	-8%	-1%	-17%	-6%
O=C(c1ccc2c(c1)OCO2)N1CCCC(c2ccccc2)C1 (stereo unspecified)	-6%	-6%	-2	15%	-1%	?	0%	-16%	0%
Cc1ccc(N(C(=O)C2CCC(=O)N2)C2(C(=O)NC3CCCC3)CCCCC2)cc1 (stereo unspecified)	2%	15%	-1	20%	-2%	-7%	-4%	-11%	-3%
Cc1ccc(NC(=O)c2cc(S(=O)(=O)N3CCCCC3)c[nH]2)cc1C	9%	49%[activator]	-8	0%	-2%	-2%	3%	-20%	-6%
CN(C)c1ccc(/C=C(/NC(=O)c2ccccc2Cl)C(=O)NCCN2CCOCC2)cc1	21%	0%	-4	47%	-4%	-11%	-2%	-11%	-1%
FC(F)(F)c1cc(CCN2C(=S)NC[C@@H]2Cc2ccccc2)cc(C(F)(F)F)c1	4%	-12%	-1	?	-20%	46%[activator]	-1%	?	10%
CCOC(=O)[C@H](CCc1ccccc1)N[C@H]1CCc2ccccc2N(CC(=O)O)C1=O	-1%&-1%	?	-9	/	3%	7%	-3%	-14%	-2%&-5%
O=C(c1ccco1)N1CCN(Cc2nc3ccc([N+](=O)[O-])cc3c(=O)n2-c2ccccc2F)CC1	1%	26%	-10	3%	-3%	-20%	-7%	-1%	-4%
CCOc1cc(C(c2c(C)[nH][nH]c2=O)c2c(C)[nH][nH]c2=O)ccc1O	-2%	?	18	2%	1%	-1%	-6%	-7%	0%
CC(C)NC(=S)N=Nc1c(O)[nH]c2ccc([N+](=O)[O-])cc12	-6%	132%[activator]	3	-1%	3%	?	-5%	-18%	?
Cc1cc(C)c(OCCCn2ccnc2)c(C)c1	-8%	23%	-3	10%	-3%	-12%	-6%	-17%	1%
CCC(C)NC(=O)c1ccc2c(SCC(=O)O)c3c(nc2c1)CCCC3 (stereo unspecified)	-10%	31%[activator]	-4	-4%	3%	5%	3%	-20%	-2%
O=C(CN1CCOCC1)Nc1ccc(N2CCN(c3ccccc3)CC2)c(F)c1	3%	41%[activator]	0	2%	-3%	3%	8%	-17%	-2%
O=C1CSC(c2ccccn2)N1c1ccc2ccccc2c1 (stereo unspecified)	9%	41%[activator]	0	29%	0%	-7%	-16%	7%	0%
CN(Cc1ccccc1)c1nc(-c2ccc([N+](=O)[O-])cc2)nc2ccccc12	-2%	10%	1	?	2%	-11%	-7%	-12%	-2%
O=C1CCCN1CC(O)CS(=O)(=O)c1ccccc1 (stereo unspecified)	-1%	9%	-2	28%	3%	-4%	8%	-6%	-2%
COc1ccc(/C=C/C(=O)Nc2nonc2NC(C)=O)cc1	4%	19%	-12	-5%	3%	-1%	0%	-15%	2%
OC(COc1ccc2c(c1)OCO2)CN1CCCCC1 (stereo unspecified)	?	-26%	-1	-2%	-2%	1%	1%	-10%	-1%
C=CCc1ccc(OCCN2CCc3ccccc3C2)c(OC)c1	12%	113%[activator]	-12	0%	1%	-13%	-5%	-19%	-2%
Cc1cc2ccccc2cc1CN1CCOCC1	-2%	4%	-5	26%	-4%	-13%	-9%	-5%	0%
COc1ccc(N2CC(NC(=O)c3cc4ccccc4o3)CC2=O)cc1 (stereo unspecified)	/	6%	-3	21%	-1%	2%	-5%[60.1 µM]	10%	-2%
Cc1cccc(NC(=O)C(=O)NCCc2csc(-c3ccc(F)cc3)n2)c1C	/	16%	1	-17%	-1%	-6%	-9%[60.1 µM]	-7%	-1%
COc1cc2c3c(c1)C(C)=CC(C)(C)N3C(=O)C2=O	-3%	18%	2	-15%	-9%	-12%	-10%	-23%	-6%
O=C(NC1CCCCNC1=O)c1ccccc1 (stereo unspecified)	-1%	52%[activator]	-2	1%	-1%	7%	-9%	-12%	-2%
COc1cc(/C=N/NC(=O)c2sc3nc(C)cc(C)c3c2N)ccc1O	-5%	37%[activator]	-7	-11%	1%	1%	1%	-20%	-8%
CCCCC1=CC2=CC(=O)C(C)(OC(=O)CC)C(=O)C2=CN1Cc1ccc(OC)cc1 (stereo unspecified)	-3%[12.4 µM]	0%	-10	-8%	-3%[12.4 µM]	-3%	-18%	10%	0%
N=C1/C(=C\c2ccc(-c3cc(Cl)cc(Cl)c3)o2)C(=O)N=C2SC=C(c3ccccc3)N12	2%	?	-8	-20%	0%	2%	-15%	-9%	-4%
Cc1ccc2cc(CCNC(=O)c3cccc([N+](=O)[O-])c3)c(=O)[nH]c2c1	-7%	-8%	3	-4%	-9%	3%	5%	-16%	1%
CNS(=O)(=O)c1cn(CC(=O)N2CCN(c3ccc(C)cc3C)CC2)cc1S(=O)(=O)NC	/	0%	-7	15%	-3%	-14%	8%	12%	-1%
CCCOc1cccc(NC(=O)c2cc(C)oc2C)c1	1%	-10%	1	-2%	-4%	-12%	-13%	-22%	0%
O=S(=O)(N1CCCCC1)N1CCN(c2ccc(F)cc2)CC1	0%	9%	-3	-3%	-5%	-9%	-6%	-1%	-4%
CCc1cccc(C)c1N1C(=O)CC(C)(C)CC1=O	2%	4%	-5	-10%	0%	-4%	-20%	-6%	-1%
COc1ccc(-n2ncc3c2CC(C)(C)CC3NC(=O)CCn2nc(C)cc2C)cc1 (stereo unspecified)	83%[activator]	16%	-3	6%	3%	-12%	11%	-10%	2%
CC(=O)Oc1ccc(N2C(=O)C3C(C2=O)C2C=CC3C23CC3)cc1[N+](=O)[O-] (stereo unspecified)	1%	9%	-4	2%	-1%	-10%	0%	-19%	-1%
O=C(COC(=O)c1ccc(S(=O)(=O)N2CCCC2)cc1)Nc1cccc(Br)c1	16%	22%	-3	/	/	/	-15%	1%	-1%
CCC1(c2ccccc2)NC(=O)N(CC(=O)NCCN2C(=O)S/C(=C\c3cccnc3)C2=O)C1=O (stereo unspecified)	0%	3%	-1	/	/	/	-32%	-2%	-4%
NS(=O)(=O)c1ccc(CCNC(=O)c2cc(-c3ccccc3)nc3ccccc23)cc1	9%	-3%	-14	-9%	2%	2%	-4%	-4%	-1%
O=C(O)c1ccc(/C=N/NC(=O)c2ccc3c(c2)OCCO3)cc1	61%[activator]	14%	-2	12%	0%	-8%	-8%	-13%	-5%
O=C1CC(c2ccccc2)Cc2[nH]c(=O)c(C(=O)Nc3ccc(OC(F)(F)F)cc3)cc21 (stereo unspecified)	/	19%	2	0%	-4%	-4%	9%	-15%	-3%
CC(=O)c1ccc(N2CCN(C(=O)c3cc4c(-c5ccccc5F)nn(C)c4s3)CC2)cc1	5%	-7%	-10	9%	-4%	5%	-5%	-7%	-1%
COCCCn1c(=O)c2ccccc2n(CC(=O)NCCC2=CCCCC2)c1=O	8%	163%[activator]	-4	14%	2%	2%	-12%	-22%	-2%

Single records, from the list above. Values in the order: APE1 inh, POLI inh, LDHA block, POLB inh, BLM helicase inh, Apoferritin bind, Pol kappa inh, Pol eta inh, Glioma ERSR ind
NS(=O)(=O)c1ccc(CCNC(=O)c2cc(-c3ccccc3)nc3ccccc23)cc1 is listed as 9%, -3%, -14, -9%, 2%, 2%, -4%, -4%, -1%
COCCCn1c(=O)c2ccccc2n(CC(=O)NCCC2=CCCCC2)c1=O is listed as 8%, 163%[activator], -4, 14%, 2%, 2%, -12%, -22%, -2%
CCC1(c2ccccc2)NC(=O)N(CC(=O)NCCN2C(=O)S/C(=C\c3cccnc3)C2=O)C1=O (stereo unspecified) is listed as 0%, 3%, -1, /, /, /, -32%, -2%, -4%
O=C1CC(c2ccccc2)Cc2[nH]c(=O)c(C(=O)Nc3ccc(OC(F)(F)F)cc3)cc21 (stereo unspecified) is listed as /, 19%, 2, 0%, -4%, -4%, 9%, -15%, -3%
